GSTO1 inh: counter-screen for RBBP9 inhibitors: inhibitors of human GSTO1; recombinant GSTO1, activity-based probe fluorescence polarization; inhibition, % at 5.96 µM; P78417; 300,000 compounds, 1.1% hits;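 active = inhibition above the campaign mean inhibition plus 3 SD, cut at about 35% in these data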;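 also: 0% = GSTO1-1 with DMSO and 100% = wells lacking GSTO1-1 enzyme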
GLD-1 RNA inh: GLD-1-TGE RNA interaction inhibition (C. elegans); Q17339; purified GLD-1 + fluorescein TGE RNA, fluorescence polarization; inhibition, % at 5.96 µM; 320,000 compounds, 0.44% hits;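 active = percent inhibition above a per-plate cutoff, the plate mean of test compounds plus 3 SD, cut at about 30% in these data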;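 also: 0% = DMSO wells with GLD-1 and probe and 100% = wells lacking GLD-1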
Target sequence (Q17339 whole entry, looked up): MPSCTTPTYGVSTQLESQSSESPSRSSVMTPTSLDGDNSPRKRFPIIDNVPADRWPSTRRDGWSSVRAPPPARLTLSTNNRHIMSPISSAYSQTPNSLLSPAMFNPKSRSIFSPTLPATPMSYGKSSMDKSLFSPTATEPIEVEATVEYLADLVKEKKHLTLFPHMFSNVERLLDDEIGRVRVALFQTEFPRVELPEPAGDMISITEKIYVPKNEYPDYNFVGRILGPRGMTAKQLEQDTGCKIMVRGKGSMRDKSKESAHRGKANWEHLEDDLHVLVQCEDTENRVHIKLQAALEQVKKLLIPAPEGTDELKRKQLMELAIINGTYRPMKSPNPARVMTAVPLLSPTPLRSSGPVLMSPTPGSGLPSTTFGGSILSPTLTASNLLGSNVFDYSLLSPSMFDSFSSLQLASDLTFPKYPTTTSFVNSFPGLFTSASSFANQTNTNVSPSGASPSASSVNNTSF
PAD4 FP inh: inhibitors of human PAD4. Q9UM07. recombinant PAD4, RCA probe fluorescence polarization. inhibition, % at 6.36 µM. 330,000 compounds, 0.41% hits;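 active = percent inhibition above a cutoff equal to the mean of all tested compounds plus 3 SD, cut at about 15% in these data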;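 also: 0% = PAD4 with RCA probe and DMSO and 100% = probe without PAD4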
TPT1 inhibitor: blocks Candida albicans tRNA 2'-phosphotransferase. recombinant caTPT1, FP RNA substrate dephosphorylation. inhibition, % at 5 µM. 300,000 compounds, 0.81% hits;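 active = inhibition above the mean of all tested compounds plus 3 SD, set per screening campaign, cut at about 24% in these data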;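 also: plate controls were DMSO alone for no effect and ferristatin control at 100 nM for full effect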
BCLXL inh: inhibitors of human Bcl-xL; Q07817; GST-Bcl-xL / FITC-Bim BH3 peptide fluorescence polarization; inhibition, % at 10.9 µM; 320,000 compounds, 0.7% hits; AID 2129;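 active = inhibition above the mean of all tested compounds plus 3 SD, cutoff set per campaign, cut at about 30% in these data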;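 also: 0% = DMSO wells and 100% = unlabeled Bim-BH3 peptide competitor; inhibitors lower millipolarization by displacing the labeled peptide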
Target sequence (Q07817 whole entry, looked up): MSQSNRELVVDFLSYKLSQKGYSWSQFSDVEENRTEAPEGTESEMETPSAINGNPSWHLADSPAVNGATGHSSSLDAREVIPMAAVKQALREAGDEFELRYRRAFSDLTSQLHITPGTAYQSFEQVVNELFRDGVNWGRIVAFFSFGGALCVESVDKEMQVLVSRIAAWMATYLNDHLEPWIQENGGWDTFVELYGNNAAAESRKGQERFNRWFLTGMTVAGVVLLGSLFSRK
PME-1 primary: blocks human protein phosphatase methylesterase 1 | 320,000 compounds, 0.53% hits | recombinant PME-1, FP-Rh probe fluorescence polarization | inhibition, % at 5.9 µM | Q9Y570;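 active = inhibition above the campaign mean of all compounds plus 3 SD, cut at about 26% in these data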;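 also: competitive labeling of PME-1 active site by serine hydrolase directed probe; 0% = PME-1 with DMSO and 100% = wells lacking PME-1 enzyme; inhibitors block probe labeling so polarization falls and inhibition rises; many of its hits are not listed in these tables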
Target sequence (Q9Y570 whole entry, looked up): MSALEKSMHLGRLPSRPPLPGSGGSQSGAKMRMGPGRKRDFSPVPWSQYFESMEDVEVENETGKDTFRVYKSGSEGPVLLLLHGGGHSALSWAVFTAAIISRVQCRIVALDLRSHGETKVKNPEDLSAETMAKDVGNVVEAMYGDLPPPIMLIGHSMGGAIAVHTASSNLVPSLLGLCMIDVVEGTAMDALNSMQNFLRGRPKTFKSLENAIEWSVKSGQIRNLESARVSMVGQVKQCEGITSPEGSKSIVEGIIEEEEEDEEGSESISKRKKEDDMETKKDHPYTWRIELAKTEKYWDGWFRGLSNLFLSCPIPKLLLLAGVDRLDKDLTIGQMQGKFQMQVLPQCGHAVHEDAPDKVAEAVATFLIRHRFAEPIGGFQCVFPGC
Fam108B inh: blocks mouse Fam108B hydrolase in RBBP9 counter-screen. 300,000 compounds, 0.33% hits. recombinant Fam108B, FP-Rh probe fluorescence polarization. AID 1947. inhibition, % at 9.51 µM;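 active = inhibition above the screen mean inhibition plus 3 SD, computed separately per campaign, cut at about 18% in these data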;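 also: inhibitors lower polarization as less probe binds the enzyme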
MCL1 BIM primary: disrupts human MCL1 binding to BIM-BH3 peptide | Q07820 | GST-MCL1 / FITC-Bim-BH3 fluorescence polarization | inhibition, % at 10.9 µM | 320,000 compounds, 0.68% hits | AID 2057;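 active = inhibition above the mean inhibition of all tested compounds plus 3 SD, set per campaign, cut at about 40% in these data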;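 also: 0% = DMSO wells and 100% = unlabeled Bim-BH3 peptide control; higher means more loss of mP so more displacement of Bim peptide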
MEX-5 binding: C. elegans MEX-5 TCR-2 RNA binding activity. Q9XUB2. MEX-5/FITC-TCR2 RNA binding, fluorescence polarization; active compounds read low. activity score (negative = inhibition of binding), % at 10 µM. 300,000 compounds, 0.38% hits. AID 1832;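 active = inhibition past about -25% in most replicates, and total fluorescence under double the plate's negative control median, limit read from the data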;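 also: 0% = DMSO and -100% = 5 µM competing unlabeled TCR2 RNA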
* = called active by the depositor.

COC(=O)CN1C(=O)C(O)(CC(=O)c2ccc(C)cc2)c2cc(Br)ccc21 (stereo not drawn) was read as GSTO1 inh 2, GLD-1 RNA inh 1, PAD4 FP inh 0, TPT1 inhibitor -3, BCLXL inh -3, PME-1 primary -3, Fam108B inh 1, MCL1 BIM primary -2 and MEX-5 binding -1.8.
For O=C1c2ccccc2C(=O)N1c1cccc(-c2nc3ccccc3o2)c1 the results were GSTO1 inh 7, GLD-1 RNA inh -2, PAD4 FP inh 3, TPT1 inhibitor -3, BCLXL inh 5, PME-1 primary -2, Fam108B inh -2, MCL1 BIM primary 1 and MEX-5 binding -0.9.
For CCN(CC)S(=O)(=O)c1ccc(NC2c3ccccc3C(=O)N2Cc2ccc3c(c2)OCO3)cc1 (stereo not drawn) the results were GSTO1 inh -3, GLD-1 RNA inh -3, PAD4 FP inh 1, TPT1 inhibitor -2, BCLXL inh -1, PME-1 primary 3, Fam108B inh 3, MCL1 BIM primary -5 and MEX-5 binding -1.1.
Screening COc1ccc(NC(=O)CN(c2ccccc2)S(=O)(=O)c2ccccc2)c(OC)c1 returned GSTO1 inh 20, GLD-1 RNA inh 7, PAD4 FP inh 2, TPT1 inhibitor -2, BCLXL inh 6, PME-1 primary -6, Fam108B inh 5, MCL1 BIM primary 4 and MEX-5 binding -0.2.
`COCCNC(C)C(=O)Nc1ccc(Br)cc1` (stereo not drawn) gave GSTO1 inh 3, GLD-1 RNA inh -1, PAD4 FP inh 2, TPT1 inhibitor 1, BCLXL inh 4, PME-1 primary -5, Fam108B inh -7, MCL1 BIM primary 5 and MEX-5 binding 0.5.
O=C(/C=C/c1ccc2c(c1)OCCCO2)c1ccc2ccccc2c1O was read as GSTO1 inh 0, GLD-1 RNA inh 9, PAD4 FP inh 1, TPT1 inhibitor -1, BCLXL inh 6, PME-1 primary -9, Fam108B inh -8, MCL1 BIM primary 15 and MEX-5 binding -2.0.
`COc1cccc(Oc2coc3c(CN4CCOCC4)c(O)ccc3c2=O)c1` gave GSTO1 inh -5, GLD-1 RNA inh 10, PAD4 FP inh 0, TPT1 inhibitor -2, BCLXL inh 4, PME-1 primary 1, Fam108B inh 4, MCL1 BIM primary -2 and MEX-5 binding 0.8.
CCC(=O)Nc1ccc(N2CCOCC2)c(S(=O)(=O)Nc2ccc(OC)cc2)c1 was read as GSTO1 inh 1, GLD-1 RNA inh -2, PAD4 FP inh 2, TPT1 inhibitor 3, BCLXL inh 6, PME-1 primary 2, Fam108B inh 1, MCL1 BIM primary 2 and MEX-5 binding -0.5.
Screening Cc1cc2c(cc1S(=O)(=O)NCc1ccccc1Cl)OCCN2C returned GSTO1 inh 2, GLD-1 RNA inh 0, PAD4 FP inh -2, TPT1 inhibitor -2, BCLXL inh 6, PME-1 primary 8, Fam108B inh -4, MCL1 BIM primary 12 and MEX-5 binding -0.1.
For COc1ccc(C(=O)Nc2nc3ccccc3s2)c(OC)c1 the results were GSTO1 inh -14, GLD-1 RNA inh 1, PAD4 FP inh 22*, TPT1 inhibitor 4, BCLXL inh -1, PME-1 primary -50, Fam108B inh -9, MCL1 BIM primary -7 and MEX-5 binding 0.4.
Screening COc1ccc(C(=O)NNC(=O)CSc2nnc(COc3ccc4ccccc4c3)n2C)cc1 returned GSTO1 inh 3, GLD-1 RNA inh 0, PAD4 FP inh 2, TPT1 inhibitor -1, BCLXL inh -6, PME-1 primary -3, Fam108B inh -5, MCL1 BIM primary -9 and MEX-5 binding -0.4.
Screening CCN(CC(=O)NC1CCS(=O)(=O)C1)S(=O)(=O)c1cc(C)ccc1C (stereo not drawn) returned GSTO1 inh 2, GLD-1 RNA inh 4, PAD4 FP inh 0, TPT1 inhibitor -4, BCLXL inh 7, PME-1 primary 4, Fam108B inh 3, MCL1 BIM primary 2 and MEX-5 binding -2.3.

Structural class, the compounds so far with a halogen.
COC(=O)CN1C(=O)C(O)(CC(=O)c2ccc(C)cc2)c2cc(Br)ccc21 (stereo not drawn) was read as GSTO1 inh 2, GLD-1 RNA inh 1, PAD4 FP inh 0, TPT1 inhibitor -3, BCLXL inh -3, PME-1 primary -3, Fam108B inh 1, MCL1 BIM primary -2 and MEX-5 binding -1.8.
`COCCNC(C)C(=O)Nc1ccc(Br)cc1` (stereo not drawn) gave GSTO1 inh 3, GLD-1 RNA inh -1, PAD4 FP inh 2, TPT1 inhibitor 1, BCLXL inh 4, PME-1 primary -5, Fam108B inh -7, MCL1 BIM primary 5 and MEX-5 binding 0.5.
Screening Cc1cc2c(cc1S(=O)(=O)NCc1ccccc1Cl)OCCN2C returned GSTO1 inh 2, GLD-1 RNA inh 0, PAD4 FP inh -2, TPT1 inhibitor -2, BCLXL inh 6, PME-1 primary 8, Fam108B inh -4, MCL1 BIM primary 12 and MEX-5 binding -0.1.

Remaining list, next part.
`CCOc1cc(/C=C(/C#N)C(=O)Nc2ccc(OC)cc2)ccc1OCc1ccc(C(=O)O)cc1` gave GSTO1 inh -7, GLD-1 RNA inh 3, PAD4 FP inh 1, TPT1 inhibitor -4, BCLXL inh 5, PME-1 primary -7, Fam108B inh -2, MCL1 BIM primary 0 and MEX-5 binding -1.2.
For Cc1cc(NC(=O)C2CC(c3ccc(F)cc3)=NO2)n(-c2ccccc2)n1 (stereo not drawn) the results were GSTO1 inh 1, GLD-1 RNA inh 4, PAD4 FP inh -4, TPT1 inhibitor 2, BCLXL inh 0, PME-1 primary -1, Fam108B inh 8, MCL1 BIM primary -3 and MEX-5 binding 1.3.
For COC(=O)c1cc(S(=O)(=O)N(C)C2CCCCC2)cn1C the results were GSTO1 inh -2, GLD-1 RNA inh 4, PAD4 FP inh 3, TPT1 inhibitor -1, BCLXL inh 7, PME-1 primary 8, Fam108B inh 1, MCL1 BIM primary 9 and MEX-5 binding -1.9.
`Cc1csc2ncc(C(=O)NCc3ccc4c(c3)OCO4)c(=O)n12` gave GSTO1 inh 4, GLD-1 RNA inh 1, PAD4 FP inh 4, TPT1 inhibitor -2, BCLXL inh 5, PME-1 primary -6, Fam108B inh 0, MCL1 BIM primary 4 and MEX-5 binding 1.9.
CCCc1cc(-c2nc(-c3ccc(C)cc3)cs2)ccn1 was read as GSTO1 inh 3, GLD-1 RNA inh 6, PAD4 FP inh -2, TPT1 inhibitor -1, BCLXL inh 3, PME-1 primary -6, Fam108B inh -1, MCL1 BIM primary 5 and MEX-5 binding 0.5.
For COc1ccc(OC)c(/C=N\NC(=O)CC(=O)NCCc2ccccc2)c1 the results were GSTO1 inh 0, GLD-1 RNA inh 5, PAD4 FP inh 0, TPT1 inhibitor -1, BCLXL inh -1, PME-1 primary 0, Fam108B inh 1, MCL1 BIM primary 5 and MEX-5 binding -0.4.
Cc1noc(C)c1CC(=O)NC1CC(C)(C)Cc2c1cnn2-c1ccccc1 (stereo not drawn) was read as GSTO1 inh 0, GLD-1 RNA inh 3, PAD4 FP inh 1, TPT1 inhibitor -1, BCLXL inh 0, PME-1 primary 0, Fam108B inh -2, MCL1 BIM primary -4 and MEX-5 binding 2.9.
`COc1ccc(C(C(=O)NC2CCCC2)N(C(=O)c2snc(-c3ccc(F)cc3)c2N)c2ccc(F)cc2)cc1` (stereo not drawn) gave GSTO1 inh -4, GLD-1 RNA inh 2, PAD4 FP inh 2, TPT1 inhibitor 2, BCLXL inh 3, PME-1 primary -5, Fam108B inh -1, MCL1 BIM primary -1 and MEX-5 binding 0.3.
Screening COc1ccc2c(c1)Cc1sc(NC(=O)c3cccnc3)nc1-2 returned GSTO1 inh 1, GLD-1 RNA inh 5, PAD4 FP inh -8, TPT1 inhibitor -2, BCLXL inh 2, PME-1 primary 10, Fam108B inh 0, MCL1 BIM primary 2 and MEX-5 binding 0.9.
Screening COc1cccc(CNC(=S)Nc2cccc(Cl)c2C)c1 returned GSTO1 inh 5, GLD-1 RNA inh 3, PAD4 FP inh -6, TPT1 inhibitor -3, BCLXL inh 8, PME-1 primary 4, Fam108B inh -5, MCL1 BIM primary 10 and MEX-5 binding 3.9.
For COc1cccc(N/C(SC)=C(/C#N)C(N)=O)c1 the results were GSTO1 inh 8, GLD-1 RNA inh 1, PAD4 FP inh 3, TPT1 inhibitor 2, BCLXL inh 4, PME-1 primary -11, Fam108B inh 4, MCL1 BIM primary -1 and MEX-5 binding 1.5.
For CCN(CC)c1ccc2cc(C(C)=O)c(=O)oc2c1 the results were GSTO1 inh 1, GLD-1 RNA inh -153, PAD4 FP inh 3, TPT1 inhibitor 131*, BCLXL inh -76, PME-1 primary 4, Fam108B inh 0, MCL1 BIM primary -138 and MEX-5 binding 0.3.
`CC(C)c1ccc(NC2CCCN(C(=O)c3ccc4nccnc4c3)C2)cc1` (stereo not drawn) gave GSTO1 inh -8, GLD-1 RNA inh 9, PAD4 FP inh 2, TPT1 inhibitor -1, BCLXL inh -3, PME-1 primary -9, Fam108B inh -2, MCL1 BIM primary -7 and MEX-5 binding 1.2.
Screening CC(C)(C)c1ccc(NC(=O)CN2C(=O)NC(C)(C3CC3)C2=O)cc1 (stereo not drawn) returned GLD-1 RNA inh -3, PAD4 FP inh -3, BCLXL inh 0, PME-1 primary -6 and MCL1 BIM primary 0.
For O=c1nc(N2CCCC2)nc(N2CCCC2)[nH]1 the results were GSTO1 inh 3, GLD-1 RNA inh 3, PAD4 FP inh -1, TPT1 inhibitor -6, BCLXL inh 9, PME-1 primary 3, Fam108B inh -2, MCL1 BIM primary 12 and MEX-5 binding 0.5.
For Cc1cc(C)n(C(=O)c2sc3cc(F)ccc3c2Cl)n1 the results were GSTO1 inh 2, GLD-1 RNA inh 3, PAD4 FP inh -3, TPT1 inhibitor -2, BCLXL inh -5, PME-1 primary 5, Fam108B inh -7, MCL1 BIM primary 2 and MEX-5 binding 0.8.
For Cc1ncc(CN2CCN(CCC(C)C)C(CCO)C2)s1 (stereo not drawn) the results were GSTO1 inh -1, GLD-1 RNA inh 0, PAD4 FP inh -1, TPT1 inhibitor -1, BCLXL inh 0, PME-1 primary -1, Fam108B inh 0, MCL1 BIM primary 1 and MEX-5 binding -0.3.
For CCOC(=O)c1c(NC(=O)COC(=O)CCCOc2ccc(OC)cc2)sc(C(=O)NC)c1C the results were GSTO1 inh 3, GLD-1 RNA inh -4, PAD4 FP inh -1, TPT1 inhibitor 1, BCLXL inh 0, PME-1 primary 7, Fam108B inh -4, MCL1 BIM primary 4 and MEX-5 binding 3.0.
Screening COc1ccc(CC(=O)Nc2cccc3ncccc23)cc1OC returned GSTO1 inh 0, GLD-1 RNA inh 4, PAD4 FP inh -1, TPT1 inhibitor 0, BCLXL inh 0, PME-1 primary -10, Fam108B inh 1, MCL1 BIM primary -4 and MEX-5 binding -1.8.
CC(NC(=O)COc1ccc(/C=N/NC(=O)CO)cc1)c1ccccc1 (stereo not drawn) was read as GSTO1 inh 7, GLD-1 RNA inh 12, PAD4 FP inh 1, TPT1 inhibitor -2, BCLXL inh 5, PME-1 primary 4, Fam108B inh 1, MCL1 BIM primary 12 and MEX-5 binding -2.6.
Screening COc1ccc(CCC(=O)Nc2ccc3c(c2)OCO3)cc1 returned GSTO1 inh 6, GLD-1 RNA inh -8, PAD4 FP inh -3, TPT1 inhibitor 2, BCLXL inh 0, PME-1 primary 1, Fam108B inh -2, MCL1 BIM primary 6 and MEX-5 binding -5.6.

Some of the compounds tested; count on the stated rates, not on these rows.
